Source: PubChem BioAssay (several laboratories)
VIM-2 inhibitor – VIM-2 metallo-beta-lactamase inhibitors, primary screen, biochemical, epi-absorbance readout, Pseudomonas aeruginosa enzyme; AID 1527, 2009; 290,000 tested, 0.89% active; inhibition, % at 5.6 µM; purified VIM-2, nitrocefin hydrolysis, epi-absorbance fluorescence;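 active = inhibition above the mean of all tested compounds plus 3 SD, cutoff set per screening run, cut at about 7.5% in these data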;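 note: red hydrolysis product quenches plate fluorescence so inhibitors raise well fluorescence; 0% = enzyme with DMSO and 100% = DMSO without enzyme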
IMP-1 inh – IMP-1 metallo-beta-lactamase inhibitors, primary screen, biochemical, epi-absorbance readout, Pseudomonas aeruginosa enzyme. metallo-beta-lactamase IMP-1 (Pseudomonas aeruginosa). purified IMP-1, nitrocefin hydrolysis, epi-absorbance fluorescence. inhibition, % at 5.6 µM. 290,000 tested, 0.45% active. AID 1556, 2009;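 active = inhibition above the mean plus 3 SD of all compounds in the same screening run, cut at about 4.5% in these data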;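 note: 0% = IMP-1 with DMSO and 100% = DMSO wells lacking enzyme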
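Material – recombinant IMP-1 enzyme, purified · Amount – IMP-1 0.2 nM before substrate addition · Medium – HEPES buffer pH 7.1 with ZnSO4 and Brij 35 · Timing – 25 °C, 15 min preincubation, 25 min reaction · Measured by – plate fluorescence quenching by hydrolysis product, ex 480/em 530 nm · Read-out – percent enzyme inhibition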
CRFBP-R2 block – antagonists of CRF-BP/CRF-R2 complex, primary screen, cell-based, HEK293, calcium dye fluorescence, uHTS; 350,000 tested, 0.59% active; AID 588475, 2011; CRF-induced calcium fluorescence; inhibition, % at 11.8 µM;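 active = inhibition of the ligand-induced calcium signal above about 50% at the single tested concentration, limit read from the data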
IDE cell inh – human IDE inhibitors in live cells, primary screen, fluorescence polarization, HEK cells, FAbetaB substrate; 320,000 tested, 0.41% active; AID 434962, 2010; inhibition, % at 5.59 µM; FAbetaB cleavage; Insulin-degrading enzyme (Homo sapiens), P14735;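 active = percent inhibition above the average of all tested compounds plus 3 SD, set per screening campaign, cut at about 16% in these data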;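 note: IDE supplied by intact live HEK cells; FP after avidin binding of uncleaved biotin substrate so inhibition keeps polarization high; 0% = DMSO wells and 100% = 60 µM reference IDE inhibitor Ii1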
IDE cell activ – human IDE activators in live cells, primary screen, fluorescence polarization, HEK cells, FAbeta-B substrate | Insulin-degrading enzyme (Homo sapiens), P14735 | FAbeta-B cleavage; 0% vehicle, 100% cell-free pure enzyme wells | activation, % at 5.96 µM | 340,000 tested, 0.073% active | AID 493087, 2011;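 active = activation above the mean of all tested compounds plus 3 SD, set per screening campaign, cut at about 17% in these data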
HCV NS3 hel inh – inhibitors of HCV NS3 helicase, primary screen, biochemical, Cy5 molecular beacon fluorescence; Hepatitis C virus NS3 helicase; 290,000 tested, 0.56% active; inhibition, % at 10.9 µM; NS3 helicase DNA unwinding;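 active = inhibition above the mean of all tested compounds plus 3 SD, set per campaign, cut at about 35% in these data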;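 note: 0% = DMSO wells and 100% = thioflavine S control wells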
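Control set: DMSO versus 110 µM thioflavine S; Material: NS3 helicase fragment of HCV; Measured by: Cy5 fluorescence at 0 and 60 min, beacon hairpin quenching; Read-out basis: percent inhibition from t60/t0 fluorescence ratio; Times: reaction time 60 min, 25 °C; Repeats: single replicate; Compound dosing: single dose, 10.9 µM nominal final, DMSO 0.8% final.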
p-CIP stab down – p/CIP-EGFP fusion destabilizers, primary screen, fluorescence, F442A cells; Q05BA5; 16 h; decrease of EGFP signal, % at 10 µM; 290,000 tested, 0.01% active; AID 1984, 2009;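 active = EGFP signal decrease of at least 30% at 10 µM or well 3 SD below plate mean, unless failing retest; inactive = the rest, including hits failing retest or dose response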; note: some compounds called inactive have numbers as strong as hits; many of its hits are not listed in these tables
GalR3 antagonist – GalR3 antagonists in HEK293 cells, primary screen, cell-based, fluorescence readout | inhibition, % at 3 µM | 360,000 tested, 0.44% active | HEK293 GalR3-CNG cAMP membrane potential fluorescence; galR3 body fused to GalR1 C-terminus | Galanin receptor type 3 (Homo sapiens), O60755 | AID 651719, 2012;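 active = inhibition above the screen-wide average plus 3 SD, cut at about 13% in these data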;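 note: forskolin and galanin both at EC90 stimulate the cells; cAMP rise reported by CNG channel membrane potential dye signal; 0% = forskolin plus galanin with DMSO and 100% = forskolin alone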
Target sequence (O60755 1-299 limits assumed): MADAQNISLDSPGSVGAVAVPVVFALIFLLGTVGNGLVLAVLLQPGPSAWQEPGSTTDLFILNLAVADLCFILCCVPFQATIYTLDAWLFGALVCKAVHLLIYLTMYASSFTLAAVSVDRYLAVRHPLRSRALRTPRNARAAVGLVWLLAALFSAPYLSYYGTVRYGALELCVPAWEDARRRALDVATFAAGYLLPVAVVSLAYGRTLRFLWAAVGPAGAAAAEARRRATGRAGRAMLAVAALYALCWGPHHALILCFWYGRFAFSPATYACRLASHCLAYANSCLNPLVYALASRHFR
UBC9 SUMO inh – inhibitors of in vitro SUMOylation cascade, primary screen, biochemical, HTRF, uHTS; 290,000 tested, 0.36% active; inhibition, % at 35 µM; HTRF SUMOylation assay, SAE1/SAE2 + UBC9; SUMO-conjugating enzyme UBC9 (Homo sapiens), P63279; in the data active = inhibition above about 50%, passing the limit was not always enough; note: strong numbers were not always called active
Target sequence (P63279 whole entry, looked up): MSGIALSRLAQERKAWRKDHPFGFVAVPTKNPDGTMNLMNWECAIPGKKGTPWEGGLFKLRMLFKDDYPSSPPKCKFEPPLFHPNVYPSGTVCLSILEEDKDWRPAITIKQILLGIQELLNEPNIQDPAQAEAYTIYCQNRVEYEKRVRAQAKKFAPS
An asterisk follows results filed as active; . = no result given.

Order of values – GalR3 antagonist	HCV NS3 hel inh	VIM-2 inhibitor	p-CIP stab down	UBC9 SUMO inh	IDE cell inh	IMP-1 inh	IDE cell activ	CRFBP-R2 block
COCCCNc1nc2c(c(=O)[nH]c(=O)n2C)n1CCCc1ccccc1
  -3.6	5.4	-2.6	-8.5	14.8	-3.1	-4.8	4.0	0.4
O=C(O)c1ccccc1-c1ccccc1C(=O)Nc1cccc(-c2nc3ccccc3o2)c1
  -2.9	18.8	-2.0	0.9	31.0	-6.8	-2.7	5.1	25.7
CN(CCC1CCCCO1)C(=O)CCc1nnc(CCc2ccccc2)o1 (stereo not given)
  -2.4	-0.8	-2.7	-34.2	-2.0	4.5	-2.9	8.4	0.8
N#CC(C#N)=NNc1ccc([N+](=O)[O-])cc1
  -4.2	-7.4	-5.8	-22.7	9.8	4.6	-6.8	-6.7	19.1
CCc1ccc(OCCCCCn2ccnc2)cc1
  -8.5	-6.4	0.8	-12.2	15.2	.	0.7	-3.7	-4.5
O=C(CSC1c2ccccc2C(=O)N1c1ccccc1)N1CCOCC1 (stereo not given)
  -4.1	-1.6	2.7	-10.1	-5.4	2.9	-0.3	2.9	-1.6
Cc1ccccc1OCc1nnc(SCC(=O)Nc2ccc3nc(SCC(=O)Nc4ccccc4)sc3c2)n1C
  7.7	-2.2	2.1	-2.2	5.1	3.8	-2.1	1.2	11.8
COc1ccc(N2C(=O)C(F)(F)C2c2cccc(F)c2)cc1 (stereo not given)
  -4.6	-10.3	-1.6	-1.9	-0.6	3.5	-3.3	9.1	11.0
Cc1cc(C(=O)N/N=C/c2ccc(-c3cccc([N+](=O)[O-])c3)o2)n[nH]1
  3.8	-14.3	-2.3	-6.6	27.1	-3.4	-1.6	5.7	-3.2
COc1ccc2oc3cc(C)[n+]([O-])c(-c4ccc(C)cc4)c3c2c1
  -3.0	3.6	-4.3	-13.6	12.4	-3.9	-1.2	5.5	-5.8
CCC(C)NC(=O)CS(=O)Cc1nc(-c2ccccc2C)oc1C (stereo not given)
  .	7.4	-4.3	6.2	-6.0	1.4	-3.9	-5.4	-29.5
CNC(=O)/C(=C\c1ccc([N+](=O)[O-])cc1)NC(C)=O
  -4.5	0.3	-2.2	-12.3	30.9	1.0	-2.0	-0.2	-4.1
Cc1ccc2c(c1)N(CCC(=O)NCCN1CCOCC1)C(=O)CO2
  -5.2	-1.5	-2.4	-7.0	8.9	0.2	-2.3	1.1	0.1
Cc1ccccc1NS(=O)(=O)c1ccc(C(=O)N2CCN(c3ccccn3)CC2)cc1
  -8.4	-12.8	-2.9	-6.9	13.1	14.0	-2.6	2.1	-1.3
Cc1cc2c(ncn2C)c(NS(=O)(=O)c2ccc(Cl)cc2)c1C
  -4.6	7.8	-3.9	-7.2	-1.6	-1.2	-3.6	3.1	-8.2
CCOC(=O)c1sc(NC(=O)C(CC)Sc2nc3ccccc3[nH]2)nc1C (stereo not given)
  -1.0	-2.7	-2.5	.	.	3.2	-6.6	3.3	-8.5
Cc1ccc(C(=O)O)cc1-c1ccc(C=C2C(=O)c3ccccc3C2=O)o1
  3.8	35.8	-0.7	3.1	10.4	4.5	0.4	5.4	-34.1
Fc1ccc(-c2nnn(Cc3ccccc3Cl)n2)cc1
  -8.6	-6.6	-4.7	-3.2	-7.6	5.9	-4.4	-0.6	-1.2
NNC(=O)C1CC1c1ccccc1 (stereo not given)
  -6.3	-7.6	-1.0	-6.4	-18.6	5.8	0.3	5.3	-0.7
CN(C)CCCN(C(=O)COc1ccccc1)c1nc2ccc(F)cc2s1
  -7.3	1.6	-1.8	-16.6	-14.7	-4.5	-2.1	2.6	-16.6
Cn1c(N)c(C(=O)COC(=O)/C=C/c2cccc(F)c2)c(=O)n(C)c1=O
  -6.8	.	.	.	.	-3.8	.	4.0	-6.1
COc1ccccc1CNc1ncnc2cc(Cl)ccc12
  -7.8	5.5	-2.3	1.3	32.0	.	-2.7	-1.6	-5.4
CCOc1ccc(CCNC(=O)c2ccc3c(=O)[nH]c4c(C(=O)NC(C)C)sc(=S)n4c3c2)cc1
  -6.1	-6.8	-3.5	-11.1	1.9	5.6	-4.0	6.3	40.0
O=C(c1ccccc1O)N1N=C(c2ccccc2)CC1(O)C(F)(F)F (stereo not given)
  -2.2	12.9	0.0	12.0	7.7	-2.1	-0.8	-3.5	-6.5
O=C(NC1CCCCCCC1)C1=COCCO1
  -1.9	-0.3	0.2	-3.5	-15.8	5.2	-2.0	-3.1	-2.3
C[C@]12C=C[C@H](O)CC1=CCC1C2CC[C@@]2(C)C1CCC21OCCO1 (stereo not given in full)
  -5.0	.	.	.	.	7.3	.	0.7	-7.4
CCCc1cc(=O)[nH]c(SCC(N)=O)n1
  -4.2	-4.8	-1.3	-0.2	8.5	-0.6	-2.7	0.7	2.6
CCc1ccc(NC(=O)C2C3C=CC(C4CC34)C2C(=O)O)cc1 (stereo not given)
  -6.7	9.5	-1.0	0.3	24.4	5.3	-5.3	-1.9	-13.7
CC(C)Oc1ccc(S(=O)(=O)N2CCCCC2)cc1NC(=O)CN1CCCC1c1cccs1 (stereo not given)
  -5.9	.	.	.	.	-3.8	.	3.0	-1.2
Cc1c(C(=O)NCCSCc2ccco2)cccc1[N+](=O)[O-]
  -4.1	-4.0	-3.6	-7.5	-4.8	2.0	-2.6	4.0	6.8
COc1cc(C(=O)NCCN2CCOCC2)cc(OC)c1OC
  -3.2	0.4	-1.5	0.8	7.0	2.4	-3.0	5.3	6.2
COc1ccc2c(n1)Sc1nc3ccccc3nc1N2
  -9.4	11.4	1.5	-99.7	74.8*	28.3*	2.7	-34.8	-189.2
COc1ccc(NC(=O)Nc2cccc(Cl)c2Cl)c(OC)n1
  -0.3	-10.5	-0.9	-9.8	22.7	3.0	-0.4	-4.6	10.6
CCOC(=O)C1CCN(Cc2cc(=O)oc3cc(C)ccc23)CC1
  -11.0	-2.4	-0.8	-7.2	-6.7	4.9	-4.3	1.3	-5.5
C=CCn1c(SCC(=O)c2ccc(OC)cc2)nnc1-c1cc2cccc(OC)c2o1
  5.0	-6.0	-1.5	-8.5	4.7	-5.7	-1.8	7.9	15.2
CCN(C(=O)c1cc(S(=O)(=O)N2CCOCC2)cn1C)c1cccc(C)c1
  .	13.3	-3.9	-2.8	9.9	5.7	-4.5	3.7	-7.8
COc1cccc(C2=CC(c3ccc(OC)c(OC)c3OC)n3nnnc3N2)c1 (stereo not given)
  1.8	-11.0	-0.7	-4.6	19.5	-1.4	-2.0	0.4	-7.3
Cc1cccc(CN2CCC(CNC(=O)CCNC(=O)Cn3ccc4ccccc4c3=O)CC2)c1
  -5.0	2.1	-0.8	-4.2	-4.6	4.0	-2.2	5.6	12.8
S=c1[nH]nc(COc2ccc(Cl)cc2)n1-c1ccccc1
  -8.8	-5.0	-2.7	-24.5	1.0	2.3	-3.0	3.4	6.7
O=C(C1=C(O)C(=O)N(Cc2ccco2)C1c1cccc(O)c1)c1ccco1 (stereo not given)
  -5.0	5.1	-0.3	-1.0	1.6	2.0	-4.1	-3.3	3.1
Cc1ccc2nc(Cl)c(C3CC(c4cccs4)=NN3C(=O)CCCC(=O)O)cc2c1 (stereo not given)
  -2.0	4.7	-5.2	-6.8	1.6	-0.5	-0.7	-4.0	4.9
CC(=O)c1ccc(N/N=C(/C(N)=O)C2=NC(C)(C)Cc3ccccc32)cc1
  -6.0	-11.4	0.1	7.0	3.2	5.6	-1.4	-0.7	-8.9
Cc1ccc(C(=O)COC(=O)CNS(=O)(=O)c2ccc(C)cc2)cc1
  -4.2	10.1	-0.1	-12.0	8.1	-4.8	-1.7	-2.1	-17.9
COC(=O)[C@@H](CC(C)C)N(Cc1ccccc1)S(=O)(=O)N(Cc1ccccc1)[C@@H](CC(C)C)C(=O)OC
  -2.1	.	.	.	.	-1.2	.	5.1	-3.0
O=C(/C=C/c1cc(Br)ccc1O)c1ccco1
  28.0*	11.8	2.2	-26.5	22.0	3.0	-1.9	-7.6	-11.1
COc1cccc(C(=O)NCCCNC(=O)c2ccccn2)c1
  -8.5	11.4	-2.2	-3.2	-0.2	1.2	-1.1	2.5	-2.6
COc1ccc(C2=Nn3c(nnc3-c3ccccc3Cl)SC2)cc1OC1CCCC1
  -6.4	.	.	.	.	7.6	.	4.8	15.3
COc1cccc(NC(=O)CSCc2n[nH]c(=O)[nH]2)c1
  -3.7	4.2	-6.0	0.9	1.0	1.8	-5.3	-1.9	8.1
CC(=O)N1CCc2cc(S(=O)(=O)NC(CC(C)C)C(=O)N3CCCC3)ccc21 (stereo not given)
  2.0	-6.5	-0.5	4.5	14.6	1.4	-3.1	5.0	-4.3
Cc1cccc2cc(C#N)c(NCCNC(=O)NC3CCCCC3)nc12
  -2.3	-9.8	-1.2	-6.5	13.2	0.6	-3.0	7.0	-6.8
Nc1c(C(=O)Nn2cnnc2)cc([N+](=O)[O-])cc1[N+](=O)[O-]
  .	13.7	-1.4	-7.5	12.8	-0.1	-2.1	.	.
COc1ccccc1N(CC(O)CN1C(C)CCCC1C)S(=O)(=O)c1ccccc1 (stereo not given)
  -9.8	-10.1	-0.6	-10.5	12.8	-3.2	-3.4	-1.3	-6.1

Part of the list above, in CSV form.
structure,GalR3 antagonist,HCV NS3 hel inh,VIM-2 inhibitor,p-CIP stab down,UBC9 SUMO inh,IDE cell inh,IMP-1 inh,IDE cell activ,CRFBP-R2 block
CCC(C)NC(=O)CS(=O)Cc1nc(-c2ccccc2C)oc1C (stereo not given),.,7.4,-4.3,6.2,-6.0,1.4,-3.9,-5.4,-29.5
CNC(=O)/C(=C\c1ccc([N+](=O)[O-])cc1)NC(C)=O,-4.5,0.3,-2.2,-12.3,30.9,1.0,-2.0,-0.2,-4.1
Cc1ccc2c(c1)N(CCC(=O)NCCN1CCOCC1)C(=O)CO2,-5.2,-1.5,-2.4,-7.0,8.9,0.2,-2.3,1.1,0.1
Cc1ccccc1NS(=O)(=O)c1ccc(C(=O)N2CCN(c3ccccn3)CC2)cc1,-8.4,-12.8,-2.9,-6.9,13.1,14.0,-2.6,2.1,-1.3

Not a hit list. About 3.2% of those tested had a hit in this group.
